Bioassay records as filed in PubChem BioAssay.
CatB block – human cathepsin B inhibition. AID 453. purified cathepsin B, fluorogenic substrate, fluorescence. inhibition, %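 (tested at 10 µM)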. 63,000 tested, 0.1% active; in the data active means inhibition above about 21%;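 further: 0% = enzyme with no compound and 100% = no enzyme blank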
AP ELISA ortho – alternative pathway complement inhibition, orthogonal assay; Human serum alternative complement pathway, LPS-coated ELISA, C3 deposition; tested in compound mixtures; inhibition, % at 5 µM; 62,000 tested, 0.08% active; AID 1235;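 active means inhibition above 30% in each of the two pooled mixtures holding the compound, so the lower value exceeds 30%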;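 further: 0% = serum in Mg-EGTA without compound and 100% = EDTA serum blank; some compounds past the cut are filed as inactive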
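Test system: human serum alternative complement pathway, C3 deposition on LPS-coated wells; also added: Plate-bound LPS; doses: 5 µM per compound in ten-compound mixtures; schedule: 1 h at 37 °C; detection: Anti-C3 ELISA, OD 450 nm; evaluation: percent inhibition of C3 deposition onto LPS; repeats: two pool placements per compound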
CatG inh – cathepsin G (human) inhibition; P08311; purified enzyme, AMC-tetrapeptide fluorescence, pooled mixtures; inhibition, % at 5 µM (by protocol); 62,000 tested, 0.2% active; AID 581;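 active means inhibition above 20% in each of the two mixture wells holding the compound; inactive means inhibition of 20% or less in either well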;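 further: 0% = enzyme control without mixture and 100% = blank lacking enzyme; strong numbers were not always called active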
FXIIa inh mix – factor XIIa (human) inhibition, mixture screen | purified FXIIa, fluorogenic substrate, pooled mixtures | P00748 | inhibition, % at 5 µM | 62,000 tested, 0.2% active;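 further: 0% = enzyme without compound and 100% = no enzyme blank; some results filed as inactive read as strong as hits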
FXIa inh mix – inhibitors of human coagulation factor XIa, pooled mixtures | purified FXIa, fluorogenic substrate | inhibition, % at 5 µM | 62,000 tested, 0.19% active | AID 680;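 further: each value is inhibition by a whole ten-compound pool holding the compound; 0% = enzyme with no mixture and 100% = wells lacking enzyme; strong numbers were not always called active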
CatS inh – human cathepsin S inhibition | 62,000 tested, 0.06% active | inhibition, %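 (tested at 5 µM per compound within 10-compound mixtures)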 | AID 501 | recombinant cathepsin S, AMC dipeptide fluorescence, pooled mixtures; in the data active means inhibition above about 32%, passing the limit was not always enough; inconclusive means no clear call, values can overlap the other calls;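 further: 0% = enzyme without compound and 100% = blank without enzyme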
Target sequence (P25774 115-331 limits assumed): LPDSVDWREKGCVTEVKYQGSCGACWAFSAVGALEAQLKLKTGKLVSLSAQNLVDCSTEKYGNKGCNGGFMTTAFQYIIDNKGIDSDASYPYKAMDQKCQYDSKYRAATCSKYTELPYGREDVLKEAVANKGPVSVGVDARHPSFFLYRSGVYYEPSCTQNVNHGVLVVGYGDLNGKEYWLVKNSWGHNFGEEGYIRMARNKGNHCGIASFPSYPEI
CatB mix inh – inhibitors of human cathepsin B in compound mixtures. P07858. Purified cathepsin B, AMC dipeptide fluorescence. 62,000 tested, 0.06% active. inhibition, %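 (ten-compound pools at 5 µM per compound and 50 µM total)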; in the data active means inhibition above about 22%, passing the limit was not always enough; inconclusive means no clear call, values can overlap the other calls;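 further: 0% = enzyme without compound and 100% = no enzyme blank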
CatL block – blocks human cathepsin L protease activity; P07711; purified cathepsin L, fluorogenic substrate, fluorescence; inhibition, %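 (tested at 10 µM)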; 58,000 tested, 0.17% active; AID 460; in the data active means inhibition above about 45%;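 further: 0% = enzyme with no compound and 100% = no enzyme blank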
C1s block – blocks human complement C1s protease activity; purified C1s, fluorogenic AMC substrate, pooled mixtures; AID 538; 62,000 tested, 0.16% active; mean inhibition % of two 10-compound mixtures (hits give high values), % at 5 µM (by protocol); P09871;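 active means inhibition above 20% in each of the two 10-compound mixture wells holding the compound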;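 further: 0% = enzyme wells lacking compound mixture and 100% = no-enzyme blank wells; some compounds called inactive have numbers as strong as hits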
Target sequence (P09871 16-437 limits assumed): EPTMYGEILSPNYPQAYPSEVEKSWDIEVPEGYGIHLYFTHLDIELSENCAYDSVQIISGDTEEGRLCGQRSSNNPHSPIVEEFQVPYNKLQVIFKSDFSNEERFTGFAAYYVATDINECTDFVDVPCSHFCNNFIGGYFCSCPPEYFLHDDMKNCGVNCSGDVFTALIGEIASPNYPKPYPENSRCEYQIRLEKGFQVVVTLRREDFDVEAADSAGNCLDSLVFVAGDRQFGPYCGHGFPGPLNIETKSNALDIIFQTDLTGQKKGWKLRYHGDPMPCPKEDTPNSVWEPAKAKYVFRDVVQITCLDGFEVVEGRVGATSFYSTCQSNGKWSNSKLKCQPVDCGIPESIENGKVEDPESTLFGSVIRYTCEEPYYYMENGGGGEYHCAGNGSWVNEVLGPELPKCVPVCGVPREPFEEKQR
Target sequence (P09871 438-688 limits assumed): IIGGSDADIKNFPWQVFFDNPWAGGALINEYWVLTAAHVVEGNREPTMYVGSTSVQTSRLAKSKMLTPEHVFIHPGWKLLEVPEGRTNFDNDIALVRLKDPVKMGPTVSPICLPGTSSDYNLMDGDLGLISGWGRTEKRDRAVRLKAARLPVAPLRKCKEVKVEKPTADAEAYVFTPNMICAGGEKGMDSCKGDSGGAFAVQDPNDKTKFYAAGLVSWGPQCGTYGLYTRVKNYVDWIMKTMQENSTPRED
Starred values were filed as active, the others as inactive; ? = inconclusive; . = not tested or not shown. Unless noted, no stated cut-off is given here; in the data, active means inhibition above about 20% (passing the limit was not always enough); inactive means the rest.

CatB block	AP ELISA ortho	CatG inh	FXIIa inh mix	FXIa inh mix	CatS inh	CatB mix inh	CatL block	C1s block	Compound
1	11	27	2	22	7	0	9	6	COc1cc(C(=O)Nc2ccc(O)cc2C(=O)O)ccc1OC(C)=O
-4	8	-1	3	-3	-2	-3	-7	-46	CC(=O)c1cccc(N=C2NC(=O)C(CO)(CO)S2)c1
2	8	13	3	2	0	5	26	11	O=C(O)C1Nc2c(O)cccc2C2C=CCC12 (centres undefined)
2	10	10	2	3	14	5	6	-18	CCCC(=O)Nc1cc(OC)c(NC(=O)NC2CCCCC2)cc1OC
-12	15	-1	-4	9	-4	3	-5	4	COc1ccc(NC(=O)c2c(OC)cccc2OC)c(OC)c1
0	12	4	8	2	5	-7	12	-7	O=c1oc(-c2ccco2)nc2c1cnn2-c1ccccc1
3	4	10	1	2	12	3	8	-5	Cn1nc(C(=O)Nc2c(-c3ccccc3)nc3sccn23)c2ccccc2c1=O
4	13	53	5	17	8	5	14	15	COC1(OC)N=C(N)C2(C#N)C(c3ccc(C)cc3)C12C#N (centres undefined)
-3	12	1	-1	4	3	-7	3	0	O=C(Nc1ncccn1)c1cccs1
-3	16	-8	-5	10	-7	-5	-2	1	O=C1C2C3CCCC3=C3CCCC3C2C(=O)N1c1ccc(F)cc1 (centres undefined)

(cont.)
CatB block	AP ELISA ortho	CatG inh	FXIIa inh mix	FXIa inh mix	CatS inh	CatB mix inh	CatL block	C1s block	Compound
-1	13	11	-15	6	-7	2	-4	15	CC(=O)c1c(C)nc2cc(Cl)ccc2c1N
4	9	12	0	0	5	6	6	11	CCN(CC(=O)Nc1c(C(=O)OC)[nH]c2ccc(C)cc12)c1ccc2c(c1)OCO2
-7	12	-2	25	3	-2	1	2	0	O=S(=O)(NCC(c1cccnc1)N1CCN(Cc2ccccc2)CC1)c1ccccc1 (centres undefined)
0	17	6	-16	3	1	6	3	15	CC1CN(c2nc3ccccc3nc2C(C#N)C(=O)NC2CCCCC2)CC(C)O1 (centres undefined)
6	0	-11	3	4	40	4	.	-49	Cc1ccc(-n2nnc3c(=O)n(CC(=O)N4CCOCC4)cnc32)cc1
-3	24	8	-8	2	-6	1	-16	-10	O=C(O)CCC(=O)Nc1ccc(-c2nnc(-c3ccco3)o2)cc1
2	13	1	6	8	0	0	11	-1	O=C(CSc1nc2ccccc2o1)N1CCCC1
0	12	-1	6	9	2	4	-8	-1	c1nc2sc3c(c2c2nnnn12)CCCC3
-2	13	-4	-14	10	-18	-3	2	-6	CN1CCN(c2nc(Nc3cccc(C(F)(F)F)c3)nc(N3CCOCC3)n2)CC1
4	5	13	3	6	1	5	-2	7	O=C(Cn1cc(C(=O)c2ccco2)c2ccccc21)NC1CCCC1

Continued.
CatB block	AP ELISA ortho	CatG inh	FXIIa inh mix	FXIa inh mix	CatS inh	CatB mix inh	CatL block	C1s block	Compound
2	20	12	9	9	-1	4	4	5	CC1CCCC(C)N1CCNC(=O)Cn1nc(-c2ccccc2)ccc1=O (centres undefined)
-3	27	-9	19	-7	-14	0	-3	-82	Cc1csc(SCCn2c(N3CCOCC3)nc3c2c(=O)[nH]c(=O)n3C)n1
3	11	-1	9	7	16	2	10	0	O=C(COC(=O)Cc1ccc(S(=O)(=O)N2CCCCC2)s1)Nc1ccc2c(c1)OCO2
2	8	7	1	6	-15	4	-11	11	O=C(NCc1ccco1)c1nn(-c2ccccc2)c(=O)c2ccccc12
2	-5	52	2	8	?	11	13	16	O=C(OCC#CCSc1nnc(-c2ccncc2)o1)c1cccs1
1	-5	1	6	-16	-8	-6	-1	-41	Cc1cc(C)n(-c2nnc(C)n2NS(=O)(=O)c2ccc(F)cc2)n1
7	13	9	3	8	3	2	6	8	COC(=O)C1CCN(C(=O)c2ccc(Cl)c(S(=O)(=O)NCc3cccnc3)c2)CC1
4	-10	-10	21*	-17	6	2	1	-17	Cc1ccc(-n2ncc3c(=O)[nH]cnc32)c(C)c1
0	-4	-9	0	4	-6	3	-1	1	CCC1CCCCN1C(=O)CSc1nnc(-c2ccco2)o1 (centres undefined)
-4	14	1	12	3	12	-2	31	-2	COc1ccc(N(C)S(=O)(=O)c2cccc(C(=O)Nc3ccc(-n4cnnn4)cc3)c2)cc1

Next compounds
CatB block	AP ELISA ortho	CatG inh	FXIIa inh mix	FXIa inh mix	CatS inh	CatB mix inh	CatL block	C1s block	Compound
9	1	10	2	9	8	1	8	8	COc1ccc(C2C3=C(CC(C)(C)CC3=O)Nc3c2c(=O)[nH]c2nc(C)nn32)cc1 (centres undefined)
2	7	3	-2	10	2	1	-3	0	COc1ccc(Cl)cc1-n1c(N)c(C(N)=O)sc1=S
2	8	-1	0	9	8	-1	14	-1	COc1ccc(N2C(=O)CCC(C(=O)N(C)C3CCCCC3)C2c2ccc(OC)c(OC)c2)cc1 (centres undefined)
7	3	9	-2	9	11	5	.	13	COc1ccc(OC)c(N/C(C)=C/C(=O)c2ccc(C)o2)c1
1	1	-1	5	1	-12	-1	10	-23	c1ccc2c(c1)Cc1cc(CN3CCOCC3)ccc1-2
1	8	8	9	16	7	0	8	4	CCOC(=O)N1CCN(c2c(N3CCc4ccccc4C3)c(=O)c2=O)CC1
4	-1	-21	3	-24	-2	5	4	-30	Cc1cc(C)cc(OCc2nnc(SCC(=O)Nc3ccccc3)o2)c1
2	8	1	7	11	3	4	-2	6	Cc1nnc(NC(=O)c2oc3cc(C)c(C)cc3c2C)s1
-3	-1	-1	9	-9	2	-5	12	5	Cn1c(CC(=O)Nc2ccccc2)nnc1SCCOc1ccccc1
4	-4	-3	-2	-11	-3	-7	13	-44	Cc1ccccc1C(=O)c1cccn1CC(=O)NCc1ccco1

The list continues.
CatB block	AP ELISA ortho	CatG inh	FXIIa inh mix	FXIa inh mix	CatS inh	CatB mix inh	CatL block	C1s block	Compound
-5	8	-1	5	-2	15	5	10	-29	CN1C(=O)c2ccccc2C(C(=O)NCCCN2CCCC2)C1c1c[nH]c2ccccc12 (centres undefined)
-1	-4	-10	6	3	-7	-3	.	-49	O=C(CSc1ncnc2ccccc12)N1CCCC1
1	5	15	-1	2	7	5	-6	16	O=C(CSc1nc(Nc2ccccc2)nc(N2CCOCC2)n1)N1CCCC1
1	18	2	11	6	16	1	8	-4	O=C(C1CCCN(c2nnc(-n3cccc3)s2)C1)N1CCN(c2ccccc2)CC1 (centres undefined)
2	3	-4	3	4	5	4	5	2	COc1ccc(N2CCN(C(=O)Cc3ccc(-n4c(=O)[nH]c5ccccc5c4=O)cc3)CC2)cc1
-4	15	1	0	8	-6	3	12	-2	COc1ccc(C(c2nnnn2C(C)(C)C)N2CCN(c3nc4ccccc4s3)CC2)cc1OC (centres undefined)
5	0	-3	2	6	3	3	3	-11	Cc1nn(-c2ccc(F)cc2F)c2c1-c1nc(N3CCCC3)ncc1CC2
2	-2	6	-5	9	20	11	-2	3	CN1CCN2c3ccccc3Cc3ccccc3C2C1 (centres undefined)
1	14	10	-5	6	4	0	.	12	CC(C)N(CCc1ccncc1)C(=O)Nc1ccc(Cl)c(Cl)c1
2	-3	9	3	-1	1	-9	2	0	Cc1cc(C)c(NC(=O)C2CSCCS2)c(C)c1 (centres undefined)

Arranged by the number under CatL block (rising): three from the list above.
compound,CatL block
O=C(CSc1nc(Nc2ccccc2)nc(N2CCOCC2)n1)N1CCCC1,-6
Cc1cc(C)c(NC(=O)C2CSCCS2)c(C)c1 (centres undefined),2
COc1ccc(N2CCN(C(=O)Cc3ccc(-n4c(=O)[nH]c5ccccc5c4=O)cc3)CC2)cc1,5

Reformatted as labelled records: part of the list above.
SMILES: COc1ccc(NC(=O)c2c(OC)cccc2OC)c(OC)c1
  CatB block = -12
  AP ELISA ortho = 15
  CatG inh = -1
  FXIIa inh mix = -4
  FXIa inh mix = 9
  CatS inh = -4
  CatB mix inh = 3
  CatL block = -5
  C1s block = 4

SMILES: O=c1oc(-c2ccco2)nc2c1cnn2-c1ccccc1
  CatB block = 0
  AP ELISA ortho = 12
  CatG inh = 4
  FXIIa inh mix = 8
  FXIa inh mix = 2
  CatS inh = 5
  CatB mix inh = -7
  CatL block = 12
  C1s block = -7

SMILES: Cn1nc(C(=O)Nc2c(-c3ccccc3)nc3sccn23)c2ccccc2c1=O
  CatB block = 3
  AP ELISA ortho = 4
  CatG inh = 10
  FXIIa inh mix = 1
  FXIa inh mix = 2
  CatS inh = 12
  CatB mix inh = 3
  CatL block = 8
  C1s block = -5

SMILES: COC1(OC)N=C(N)C2(C#N)C(c3ccc(C)cc3)C12C#N (centres undefined)
  CatB block = 4
  AP ELISA ortho = 13
  CatG inh = 53
  FXIIa inh mix = 5
  FXIa inh mix = 17
  CatS inh = 8
  CatB mix inh = 5
  CatL block = 14
  C1s block = 15

(list continues)
CatB block	AP ELISA ortho	CatG inh	FXIIa inh mix	FXIa inh mix	CatS inh	CatB mix inh	CatL block	C1s block	Compound
5	2	1	1	-5	-2	2	0	-37	Cc1ccc(S(=O)(=O)NCCN=C(CN2CCCC2)NS(=O)(=O)c2ccc(C)cc2)cc1
-3	15	-6	-24	3	0	3	-3	-13	CC(=O)[C@@H]1[C@@H]2C(=O)N(Cc3ccccc3)C(=O)[C@@H]2C2c3ccccc3C=CN21 (some centres undefined)
6	4	9	3	7	1	4	7	14	C=CCOc1ccccc1/C=c1\sc2nc(-c3oc4ccccc4c3C)nn2c1=O
3	14	-1	-3	7	-2	2	.	2	Cc1nn(C)c(C)c1S(=O)(=O)N1CCCC(C(=O)NC2CCCCCC2)C1 (centres undefined)
2	11	11	8	6	-5	3	-2	9	CC(=O)Nc1cccc(OCC(=O)NS(=O)(=O)c2ccc(C)cc2)c1
-1	7	-15	10	-30	-24	-14	9	-151	Brc1cc2c(cc1COc1ccc(-c3nn[nH]n3)cc1)OCO2
3	4	20	6	8	-1	-1	11	17	Cc1ccc(C)c(/C(O)=C2\C(=O)C(=O)N(CCCN(C)C)C2c2cccnc2)c1 (centres undefined)
-6	-2	-13	2	-11	-8	-15	.	-73	Fc1ccc(CSc2nncn2NCc2ccc3c(c2)OCO3)cc1
2	-15	0	2	5	3	-4	2	-2	Cc1csc(C(C#N)C(=O)c2ccncc2)n1 (centres undefined)
-2	14	-1	14	8	-6	4	-5	-17	COC(=O)CCCc1nc2ccccc2s1
-2	7	0	6	5	0	3	-2	-27	CC(=O)CCc1ccc2oc(C(=O)O)c(C)c2c1
2	-7	-14	5	-12	4	-2	2	-9	O=C(NC12CC3CC(CC(C3)C1)C2)C1CCCN1C(=O)NC1CCCCC1 (centres undefined)

Only part of the results is shown, so the mix of outcomes need not match the whole.
